BCLXL inh: Bcl-xL (human) inhibition. Q07817. GST-Bcl-xL / FITC-Bim BH3 peptide fluorescence polarization. inhibition, % at 10.9 µM. 320,000 tested, 0.7% active. AID 2129;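 active = inhibition above the mean of all tested compounds plus 3 SD, cutoff set per campaign, cut at about 30% in these data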;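 also: 0% = DMSO wells and 100% = unlabeled Bim-BH3 peptide competitor; inhibitors lower millipolarization by displacing the labeled peptide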
Target sequence (Q07817 whole entry, looked up): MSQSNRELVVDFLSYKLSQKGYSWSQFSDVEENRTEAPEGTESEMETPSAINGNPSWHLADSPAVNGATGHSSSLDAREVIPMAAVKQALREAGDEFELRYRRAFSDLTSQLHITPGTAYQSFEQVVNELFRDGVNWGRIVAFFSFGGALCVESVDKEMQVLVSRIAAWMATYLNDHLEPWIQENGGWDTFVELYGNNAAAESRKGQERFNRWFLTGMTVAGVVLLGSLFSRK
Efflux pump inh: inhibitors of Candida antifungal efflux pumps expressed in yeast; S. cerevisiae Candida pump triplex, Nile Red efflux; inhibition, % at 10 µM; 330,000 tested, 0.44% active;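 active = plate passing quality check with inhibition over a set limit, or well fluorescence over plate mean plus 4 SD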;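 also: Nile Red retained in pooled yeast measured as flow cytometry median fluorescence; 0% = buffer negative control and 100% = Enniatin B positive control; higher means more Nile Red kept so more efflux inhibition; some compounds called inactive have numbers as strong as hits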
MCL1-BIM inh: disrupts human MCL1 binding to BIM-BH3 peptide | GST-MCL1 / FITC-Bim-BH3 fluorescence polarization | inhibition, % at 10.9 µM | 320,000 tested, 0.68% active | AID 2057 | Q07820;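 active = inhibition above the mean inhibition of all tested compounds plus 3 SD, set per campaign, cut at about 40% in these data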;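 also: 0% = DMSO wells and 100% = unlabeled Bim-BH3 peptide control; higher means more loss of mP so more displacement of Bim peptide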
Target sequence (Q07820 whole entry, looked up): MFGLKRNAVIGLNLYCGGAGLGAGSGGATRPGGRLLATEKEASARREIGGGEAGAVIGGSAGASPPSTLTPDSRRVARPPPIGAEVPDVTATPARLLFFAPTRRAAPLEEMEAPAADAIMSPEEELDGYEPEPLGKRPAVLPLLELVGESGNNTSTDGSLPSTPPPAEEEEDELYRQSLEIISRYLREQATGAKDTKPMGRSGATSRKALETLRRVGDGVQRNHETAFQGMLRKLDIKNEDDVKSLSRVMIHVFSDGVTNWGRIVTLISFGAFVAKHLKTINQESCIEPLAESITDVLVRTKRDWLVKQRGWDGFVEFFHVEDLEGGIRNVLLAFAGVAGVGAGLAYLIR
VLA-4 inh: inhibition in a human VLA-4 binding assay; P13612; VLA-4 expressing cells, ligand binding flow cytometry; inhibition, % (about 7 µM as worked out from the volumes in the protocol); 330,000 tested, 0.2% active; in the data active = inhibition above about 50%
MEX-5 binding: C. elegans MEX-5 TCR-2 RNA binding activity; activity score (negative = inhibition of binding), % at 10 µM; 300,000 tested, 0.38% active; Q9XUB2; AID 1832; MEX-5/FITC-TCR2 RNA binding, fluorescence polarization; active compounds read low;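 active = inhibition past about -25% in most replicates, and total fluorescence under double the plate's negative control median, limit read from the data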;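 also: 0% = DMSO and -100% = 5 µM competing unlabeled TCR2 RNA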
Target sequence (Q9XUB2 whole entry, looked up): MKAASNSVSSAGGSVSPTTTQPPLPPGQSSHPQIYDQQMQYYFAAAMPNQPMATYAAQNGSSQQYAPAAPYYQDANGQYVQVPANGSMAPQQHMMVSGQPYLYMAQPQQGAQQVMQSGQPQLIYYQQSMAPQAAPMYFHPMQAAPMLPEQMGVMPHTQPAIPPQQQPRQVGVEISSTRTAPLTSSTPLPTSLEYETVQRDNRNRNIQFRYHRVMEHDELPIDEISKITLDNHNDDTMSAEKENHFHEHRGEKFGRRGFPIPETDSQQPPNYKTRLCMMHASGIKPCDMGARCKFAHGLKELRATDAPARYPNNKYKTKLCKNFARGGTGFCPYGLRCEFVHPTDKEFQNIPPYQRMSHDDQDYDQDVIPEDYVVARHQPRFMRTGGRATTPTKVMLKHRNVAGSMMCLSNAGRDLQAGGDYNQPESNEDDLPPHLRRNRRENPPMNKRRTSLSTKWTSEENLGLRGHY
PME-1 primary: blocks human protein phosphatase methylesterase 1 | Q9Y570 | recombinant PME-1, FP-Rh probe fluorescence polarization | inhibition, % at 5.9 µM | 320,000 tested, 0.53% active | AID 2130;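 active = inhibition above the campaign mean of all compounds plus 3 SD, cut at about 26% in these data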;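 also: competitive labeling of PME-1 active site by serine hydrolase directed probe; 0% = PME-1 with DMSO and 100% = wells lacking PME-1 enzyme; inhibitors block probe labeling so polarization falls and inhibition rises; many of its hits are not listed in these tables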
Fam108B inh: Fam108B inhibition, counter-screen for RBBP9 inhibitors. recombinant Fam108B, FP-Rh probe fluorescence polarization. AID 1947. 300,000 tested, 0.33% active. inhibition, % at 9.51 µM;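 active = inhibition above the screen mean inhibition plus 3 SD, computed separately per campaign, cut at about 18% in these data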;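 also: inhibitors lower polarization as less probe binds the enzyme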
GRK2 aptamer HTS: human GRK2 inhibition via aptamer displacement | P25098 | bead flow cytometry, FAM-aptamer displacement from GRK2 | inhibition of aptamer binding, % at 10 µM | 330,000 tested, 0.59% active | AID 488847;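 active = inhibition of aptamer binding above 40%, roughly 3 SD of noise, on plates passing a quality check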;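 also: median bead fluorescence of bound FAM aptamer so fluorescent compounds give negative values; no value below 0 was filed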
GLD-1 RNA inh: GLD-1-TGE RNA interaction inhibition (C. elegans) | Q17339 | purified GLD-1 + fluorescein TGE RNA, fluorescence polarization | inhibition, % at 5.96 µM | 320,000 tested, 0.44% active;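 active = percent inhibition above a per-plate cutoff, the plate mean of test compounds plus 3 SD, cut at about 30% in these data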;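 also: 0% = DMSO wells with GLD-1 and probe and 100% = wells lacking GLD-1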
Starred values were filed as active, the others as inactive; / = not tested or not shown. This is a subset; rates above refer to the full screens.

# | Structure | BCLXL inh | Efflux pump inh | MCL1-BIM inh | VLA-4 inh | MEX-5 binding | PME-1 primary | Fam108B inh | GRK2 aptamer HTS | GLD-1 RNA inh
1 | CC(=O)Nc1ccc(NC(=O)C(C)Sc2n[nH]c(-c3cccs3)n2)cc1 (stereo unspecified) | -4 | 0.2 | 5 | 11 | / | 0 | / | 2 | 1
2 | COc1ccccc1C(=O)Nc1ccc(Br)cc1C | 5 | -0.1 | 8 | -5 | 0.0 | -7 | -3 | 2 | 4
3 | CN(C)c1ccc(C(=O)OCC(=O)NCCC2=CCCCC2)cc1 | 2 | 0.0 | -1 | -3 | 0.4 | 2 | -3 | 0 | 3
4 | CC(=O)NC(c1ccc(C(C)C)cc1)c1c(O)ccc2ccccc12 (stereo unspecified) | 3 | -0.1 | 5 | 5 | -2.7 | -7 | -3 | / | 8
5 | CN(C(=O)c1ccco1)c1nc(-c2ccccc2)cs1 | 1 | 0.2 | 1 | 38 | 0.0 | -6 | -1 | 4 | 9
6 | O=C(/C=C/c1ccc(Cl)cc1)Nc1ccc(CN2CCOCC2)cc1 | 3 | 0.0 | 9 | 6 | 0.2 | 9 | -4 | 0 | 9
7 | COc1ccc(-n2ccnc2)cc1 | 9 | -0.1 | 3 | -7 | -0.8 | -3 | -2 | 0 | -4
8 | CN(C)C(CNC(=O)c1ccc(NS(=O)(=O)c2ccc3[nH]c(=O)[nH]c3c2)cc1)c1ccccc1 (stereo unspecified) | 0 | 0.2 | 6 | 8 | 0.0 | 3 | -1 | 0 | 2
9 | S=c1[nH]nc(C2CCCCC2)o1 | -31 | 0.2 | -25 | 4 | 1.9 | 4 | -2 | 0 | 1
10 | Cc1cc(C)cc(OCC(=O)Nc2cc(NC(=O)COc3cc(C)cc(C)c3)cc(C(=O)O)c2)c1 | 0 | -0.1 | 8 | 24 | -3.9 | -13 | -3 | 1 | 6
11 | Nc1cccc2cc(-c3ccccc3)oc12 | 5 | -0.1 | 0 | -12 | / | 11 | / | 1 | 6
12 | Cc1cccn2c1nc(=S)n2C(=O)c1ccco1 | 1 | -0.2 | 4 | -8 | 1.0 | -14 | -1 | 0 | 5
13 | COc1ccc(S(=O)(=O)Nc2ccc(N3CCOCC3)cc2)cc1[N+](=O)[O-] | 10 | 0.0 | 7 | -4 | -1.7 | -2 | 1 | 2 | 9
14 | CC(C)(C)c1ccc(S(=O)(=O)N2C=CC(C(F)(F)F)=NCC2)cc1 | 0 | 0.2 | -2 | 4 | 2.0 | -2 | -6 | 0 | -3
15 | CN(CC(=O)Nc1ccccc1Br)C(=O)CN1CCN(Cc2ccc(Cl)cc2)CC1 | -3 | -0.2 | -7 | -4 | / | -1 | / | 4 | 3
16 | COc1cc(C=O)ccc1OC(=O)c1ccc(C(C)C)cc1 | 0 | 0.3 | -1 | 1 | -1.0 | -10 | -4 | 0 | 5
17 | NC(N)=NCCCC(NC(=O)c1ccccc1)C(=O)Nc1ccc([N+](=O)[O-])cc1 (stereo unspecified) | 4 | 0.8 | 1 | 3 | 0.5 | 0 | -4 | 0 | 2
18 | CS(=O)(=O)Nc1ccc(C2=NN(S(=O)(=O)c3ccc(F)cc3)C(c3ccco3)C2)cc1 (stereo unspecified) | -2 | 0.6 | -7 | 0 | -3.9 | -5 | -3 | 2 | -5
19 | O=C(OCc1ccc(Br)cc1)c1cccc(S(=O)(=O)N2CCCC2)c1 | 5 | 0.3 | 7 | 21 | 1.6 | 3 | 1 | 2 | 3
20 | Cc1c(Nc2nc3ccccc3nc2NS(=O)(=O)c2cccs2)c(=O)n(-c2ccccc2)n1C | 12 | 0.0 | 8 | -4 | 0.0 | -4 | -1 | 0 | 8

Looked up by structure from the list above:
# | Structure | BCLXL inh | Efflux pump inh | MCL1-BIM inh | VLA-4 inh | MEX-5 binding | PME-1 primary | Fam108B inh | GRK2 aptamer HTS | GLD-1 RNA inh
18 | CS(=O)(=O)Nc1ccc(C2=NN(S(=O)(=O)c3ccc(F)cc3)C(c3ccco3)C2)cc1 (stereo unspecified) | -2 | 0.6 | -7 | 0 | -3.9 | -5 | -3 | 2 | -5
5 | CN(C(=O)c1ccco1)c1nc(-c2ccccc2)cs1 | 1 | 0.2 | 1 | 38 | 0.0 | -6 | -1 | 4 | 9
16 | COc1cc(C=O)ccc1OC(=O)c1ccc(C(C)C)cc1 | 0 | 0.3 | -1 | 1 | -1.0 | -10 | -4 | 0 | 5
20 | Cc1c(Nc2nc3ccccc3nc2NS(=O)(=O)c2cccs2)c(=O)n(-c2ccccc2)n1C | 12 | 0.0 | 8 | -4 | 0.0 | -4 | -1 | 0 | 8

Single records (already shown):
`NC(N)=NCCCC(NC(=O)c1ccccc1)C(=O)Nc1ccc([N+](=O)[O-])cc1` (stereo unspecified) across the screens: BCLXL inh = 4; Efflux pump inh = 0.8; MCL1-BIM inh = 1; VLA-4 inh = 3; MEX-5 binding = 0.5; PME-1 primary = 0; Fam108B inh = -4; GRK2 aptamer HTS = 0; GLD-1 RNA inh = 2
`CN(C(=O)c1ccco1)c1nc(-c2ccccc2)cs1` across the screens: BCLXL inh = 1; Efflux pump inh = 0.2; MCL1-BIM inh = 1; VLA-4 inh = 38; MEX-5 binding = 0.0; PME-1 primary = -6; Fam108B inh = -1; GRK2 aptamer HTS = 4; GLD-1 RNA inh = 9

Next records follow.
# | Structure | BCLXL inh | Efflux pump inh | MCL1-BIM inh | VLA-4 inh | MEX-5 binding | PME-1 primary | Fam108B inh | GRK2 aptamer HTS | GLD-1 RNA inh
21 | O=C(O)c1ccccc1C(=O)c1ccc(Cl)cc1 | -1 | 0.6 | -1 | -2 | -0.7 | -5 | -2 | 3 | 4
22 | CCCN(CCC(=O)Nc1cc(OC)cc(OC)c1)CC1CC1 | 18 | 0.1 | 21 | -3 | -5.7 | 1 | 1 | 0 | -10
23 | O=C(/C=C/Nc1ccc(Oc2ccccc2)cc1)c1ccco1 | 1 | -0.2 | -1 | -2 | 4.2 | 16 | 6 | 0 | -13
24 | CC(=O)c1sc(NC(=O)C(C)(C)C)nc1C | -1 | 0.3 | 10 | 3 | -0.1 | -6 | 3 | 1 | 2
25 | COc1cc(CNc2nc(C)c([N+](=O)[O-])c(C)c2C#N)cc(OC)c1OC | 9 | 0.0 | 8 | 17 | -1.0 | 11 | 5 | 0 | 9
26 | CSc1nccc(-c2cc(Cl)sc2Cl)n1 | 2 | -0.1 | -5 | 2 | 3.1 | -5 | 9 | 0 | 3
27 | COc1ccc(CC(=O)Nc2c(C(=O)N3CCN(c4ncccn4)CC3)oc3ccccc23)cc1OC | 6 | 0.0 | 8 | -1 | 1.7 | 2 | -2 | 2 | 1
28 | CCCN(CCO)C1CCN(CCc2ccccc2)CC1 | 6 | -0.2 | 8 | -8 | -1.5 | -9 | -5 | 3 | 10
29 | COc1ccc(Br)cc1CNC(=O)CN1C(=O)C(c2ccccc2)Oc2cccnc21 (stereo unspecified) | 1 | -0.1 | -1 | 10 | -1.0 | -7 | -2 | 0 | -2
30 | CCC(Sc1ccc2nnc(CCNS(=O)(=O)c3ccc(OC)cc3)n2n1)C(=O)OC (stereo unspecified) | -1 | 0.1 | -8 | -6 | 3.3 | -6 | 1 | 0 | -1
31 | COc1ccc(-c2csc(N(CCCN(C)C)C(=O)c3ccc(F)cc3)n2)cc1 | -2 | 0.0 | 3 | 2 | -1.5 | 7 | -1 | 0 | -1
32 | CCOC(=O)c1c(-c2cccs2)csc1NC(=O)c1ccncc1 | 3 | -0.1 | -2 | 0 | 0.3 | -2 | -2 | 0 | 1
33 | Cc1cccc(C(=O)OCc2cncs2)c1 | 6 | -0.1 | 8 | -3 | 1.0 | 4 | -2 | 4 | 5
34 | CN(C(=O)COc1ccc2c(-c3ccccc3)cc(=O)oc2c1)C1CCS(=O)(=O)C1 (stereo unspecified) | 7 | -0.2 | 12 | -1 | 2.9 | 2 | 3 | 0 | 2
35 | COc1ccc(OC)c(/C=C/C(=O)c2ccc(Cl)cc2)c1 | 1 | 0.0 | -5 | 2 | -1.6 | -4 | 1 | 0 | -8
36 | CCOc1cccc(C(=O)NC(c2ccccc2)C(C)C)c1 (stereo unspecified) | 0 | -0.1 | -5 | -5 | -0.3 | 1 | -1 | 0 | -5
37 | COc1cc2oc(=O)ccc2c(OC)c1CC(O)C(C)(C)O (stereo unspecified) | 5 | -0.2 | 4 | -9 | -0.8 | 1 | 5 | 0 | -1
38 | COc1ccc(C(=O)N/C(=C\c2ccccc2)C(=O)Nc2ccc(C(=O)NCC(=O)O)cc2)cc1 | 3 | -0.1 | 4 | 7 | -0.6 | 5 | 0 | 2 | -1
39 | CCCNC(=O)c1c(NC(=O)C2COc3ccccc3O2)sc2c1CCCC2 (stereo unspecified) | 11 | 0.1 | 2 | -9 | 2.2 | 1 | -2 | 0 | 5
40 | Cc1ccc(NS(=O)(=O)c2c(C)[nH]c(=O)[nH]c2=O)c(C)c1 | / | 0.4 | / | 4 | -1.6 | / | / | 0 | /
41 | CC1(O)CC(c2ccc(Cl)cc2)=NN1C(=O)c1ccc([N+](=O)[O-])cc1 (stereo unspecified) | 0 | 0.0 | -1 | -2 | 2.8 | 5 | 7 | 4 | 5
42 | COC(=O)C1CCN(C(=O)CN2C(=O)NC3(CCC(C)CC3)C2=O)CC1 (stereo unspecified) | / | -0.1 | / | -2 | / | / | / | 6 | 1
43 | CCc1nccn1CCC(=O)N1CCCC(Nc2ccc(C(C)C)cc2)C1 (stereo unspecified) | 4 | 0.0 | 15 | 8 | -0.2 | 8 | 1 | 0 | 4
44 | c1ccc2c(OCCCCN3CCOCC3)cccc2c1 | 1 | 0.1 | -1 | 13 | 3.4 | -2 | -3 | 3 | -4
45 | COc1ccccc1Nc1nc(-c2sc(NC(=O)c3ccco3)nc2C)cs1 | 1 | 0.0 | 4 | -13 | 2.4 | 14 | 5 | 3 | 3
46 | CC(C)(CNC(=O)CC1C(=O)NCCN1Cc1cccc(F)c1F)N1CCOCC1 (stereo unspecified) | 13 | 0.0 | 10 | 9 | -2.0 | 0 | 1 | 5 | 3
47 | CC(Oc1ccc(Cl)cc1)C(=O)Nc1nccs1 (stereo unspecified) | 5 | -0.2 | 7 | 7 | 1.5 | 0 | -1 | 4 | 2
48 | CC1Cc2ccccc2N1S(=O)(=O)c1cccc(C(=O)OCC(=O)N2CCOCC2)c1 (stereo unspecified) | / | -0.3 | / | 7 | / | / | / | 2 | -2
49 | COc1ccc(CNC(=O)CNC(=O)c2sc3ccccc3c2Cl)cc1OC | 0 | 0.0 | 0 | -7 | -1.4 | -2 | 1 | 2 | 3
50 | CCCCNC(=O)Nc1ccnn1C1CCCCC1 | -7 | 0.2 | -1 | 22 | -0.1 | 1 | -5 | 1 | -12
51 | COc1ccc(CNCc2ccc(C)cc2)c(OC)c1 | 5 | 0.0 | 3 | 10 | 2.9 | 5 | -1 | 0 | -1
52 | c1ccc(CSc2nnc(-c3ccccn3)n2-c2ccccc2)cc1 | 4 | 0.0 | 3 | 1 | 0.8 | 2 | 0 | 1 | 2
53 | Cc1ccccc1Nc1nnc(SCC(=O)Nc2ncc(C(F)(F)F)cc2Cl)s1 | 8 | -0.3 | 6 | 2 | 2.2 | 2 | -4 | 2 | -3
54 | Cc1c(C(=O)OCC(=O)NC2CCCCC2)oc2ccccc12 | 3 | 0.0 | -5 | 21 | / | 3 | / | 0 | 7

Screening data deposited in PubChem by several laboratories.
